Bioassay records (PubChem)
UGM FP inh – Mtb UDP-galactopyranose mutase inhibition. inhibition, % at 10 µM. 0.06% of 320,000 active. purified UGM, fluorescence polarization probe displacement. AID 504406. P9WIQ1; in the data active means inhibition above about 10%, passing the limit was not always enough; inconclusive means no clear call, values can overlap the other calls
Target sequence (P9WIQ1 whole entry, looked up): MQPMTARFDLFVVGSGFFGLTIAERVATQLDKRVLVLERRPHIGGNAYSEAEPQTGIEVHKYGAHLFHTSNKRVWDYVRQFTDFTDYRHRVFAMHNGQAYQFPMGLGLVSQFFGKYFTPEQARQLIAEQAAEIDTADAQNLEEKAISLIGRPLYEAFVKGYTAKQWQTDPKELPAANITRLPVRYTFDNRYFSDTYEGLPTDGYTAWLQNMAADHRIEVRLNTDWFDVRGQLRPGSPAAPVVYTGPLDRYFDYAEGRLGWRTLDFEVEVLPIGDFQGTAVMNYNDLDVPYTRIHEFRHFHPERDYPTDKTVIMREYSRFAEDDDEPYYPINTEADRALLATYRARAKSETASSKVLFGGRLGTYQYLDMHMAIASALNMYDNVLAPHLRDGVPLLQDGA
PfHsp40 rescue – compounds rescuing yeast from Plasmodium falciparum HSP40 toxicity. S. cerevisiae expressing PfHsp40, growth rescue, ATP luminescence. growth rescue, % at 12.5 µM. 0.68% of 340,000 active; in the data active means growth rescue above about 28%, passing the limit was not always enough; inconclusive means no clear call, values can overlap the other calls;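 further: yeast W303a lacking pdr1 and pdr3 grown in galactose medium; growth measured after three days at 30 °C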
Y pestis TopoI – blocks Yersinia pestis topoisomerase I activity. Y. pestis Topo-I cleavage product accumulation, plate reader. activity, % at 10 µM. 0.064% of 360,000 active. AID 504884; in the data active means activity above about 50%, passing the limit was not always enough; inconclusive means no clear call, values can overlap the other calls; further: inactives centre near 2
GDH-TPI inh – GDH-TPI coupled enzyme inhibition counter-screen | GDH-TPI coupled enzyme counterscreen, NADH absorbance | inhibition, % at 4.8 µM | 1.2% of 360,000 active; in the data active means inhibition above about 30%;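 further: 0% = DMSO wells and 100% = wells lacking the enzyme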
BioA inh – inhibitors of Mycobacterium tuberculosis BioA enzyme. purified M. tuberculosis BioA enzyme, plate reader. AID 602481. 0.096% of 360,000 active. inhibition, % at 9.99 µM; in the data active means inhibition above about 40%; inconclusive means no clear call, values can overlap the other calls
FadD28 binding – blocks FadD28 binding to the bisubstrate probe. 0.22% of 360,000 active. inhibition, % at 12.5 µM. AID 588549. fluorescence polarization; in the data active means inhibition above about 8.5%, passing the limit was not always enough; inconclusive means no clear call, values can overlap the other calls
FBA Mtb inh – inhibits M. tuberculosis FBA enzyme. P9WQA3. 2.3% of 360,000 active. purified M. tuberculosis FBA, fluorescence read-out. inhibition, % at 1 µM; in the data active means inhibition above about 27%;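 further: 0% = vehicle and 100% = reference inhibitor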
Target sequence (P9WQA3 whole entry, looked up): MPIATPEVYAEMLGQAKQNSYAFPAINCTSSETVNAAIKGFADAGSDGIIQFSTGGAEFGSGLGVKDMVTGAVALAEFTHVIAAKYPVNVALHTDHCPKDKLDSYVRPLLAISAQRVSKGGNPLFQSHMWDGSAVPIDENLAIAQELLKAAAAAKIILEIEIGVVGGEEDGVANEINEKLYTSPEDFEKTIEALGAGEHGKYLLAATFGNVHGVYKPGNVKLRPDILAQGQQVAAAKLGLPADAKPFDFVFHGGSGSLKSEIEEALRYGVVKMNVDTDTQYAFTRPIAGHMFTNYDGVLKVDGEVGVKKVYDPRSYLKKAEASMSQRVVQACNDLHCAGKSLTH
TcdB inh – inhibitors of Clostridioides difficile toxin B glycohydrolase; P18177; TcdB glycohydrolase enzymatic assay, plate reader; inhibition, % at 9.99 µM; 0.24% of 350,000 active; AID 652162; in the data active means inhibition above about 10%
Vc quorum ag – induces V. cholerae light production without autoinducers | activation, % at 18.7 µM | V. cholerae BH1578 lux reporter, luminescence, 6 h | 0.16% of 350,000 active; in the data active means activation mostly above about 9.7%, no sharp cut-off; inconclusive means no clear call, values can overlap the other calls; inactive means mostly below about 3.7%; further: not every result past the cut was called active; inactives centre near 0; reference of the scale not given here
The depositor's hits bear a star; i = inactive; ? = inconclusive; · = not tested or not shown; & = joins results of further samples. Compounds as they come, and some 4.6% of all compounds hit somewhere here.

The line under a structure holds: UGM FP inh, PfHsp40 rescue, Y pestis TopoI, GDH-TPI inh, BioA inh, FadD28 binding, FBA Mtb inh, TcdB inh, Vc quorum ag
- Cc1nc(N2CCN(C(c3ccccc3)c3ccccc3)CC2)[nH]c(=O)c1C
→ ·, 0.0, 9, -10, -1.2, -3.1, 1, ·, -0.6
- CNC(=O)c1ccsc1NC(=O)CCS(=O)(=O)c1ccc(F)cc1
→ -2.5, 0.5, 2, 0, -2.0, -1.9, -2, 1.2, -14
- CC(C)(C)Sc1ccc(/C=N/O)cc1[N+](=O)[O-]
→ 1.6, 2.5, 15, 2, ·, -3.7, 3, 8.2, 0.1
- C=CCOc1cccc(CNCCCN2CCOCC2)c1
→ 1.5, 1.4, 2, -1, ·, -1.6, 0, -1.2, i
- OC1(c2ccc(Br)cc2)CN(c2ccccc2)C2=[N+]1CCS2 (configuration not stated)
→ -0.3, 0.0, 3, 3, ·, 0.6, 0, 1.3, i
- CCOC(=O)N1CCN(C(=O)c2ccc3c(c2)N(CC)CCS3)CC1
→ 2.9, 0.3, 3, 10, 0.6, -3.1, 3, -1.0, -0.2
- CCOC(=O)C1=C(C)NC(=O)N(C(C)=O)C1c1ccc(Cl)cc1 (configuration not stated)
→ 3.4, 0.4, -2, -9, -1.5, -3.2, 0, ·, i
- Cc1cccc(CSc2ccc(-c3ccco3)nn2)c1
→ -0.1, 0.9, 20, -7, -0.8, -3.6, 6, 1.6, -0.2
- Cc1ccc(S(=O)(=O)c2nnn3c2nc(NC2CCN(Cc4ccccc4)CC2)c2ccccc23)cc1C
→ -3.4, -0.8, 11, 5, 2.6, -0.8, 15, ·, i
- CCCCn1c(N)c(N(CCOC)C(=O)c2ccc(Cl)c(S(=O)(=O)N3CCCCC3)c2)c(=O)[nH]c1=O
→ -1.2, 2.0, -2, 2, -0.9, -2.5, 0, 2.2, 0.1
- CN1CCN(S(=O)(=O)c2cccc(C(=O)Oc3ccccc3Cl)c2)CC1
→ 0.2, -1.2, 7, 3, -0.2, -3.5, -2, 0.9, -5.0
- COc1ccccc1N1CCN(C(=O)c2ccc(C(C)(C)C)cc2)CC1
→ 3.4, 5.5, 11, 13, 1.8, -1.5, 3, ·, 3.0
- OCC1(Cc2ccccc2)CCCN(Cc2cnn(-c3ccccc3)c2)C1 (configuration not stated)
→ -1.5, 1.7, 11, 1, 0.6, -3.0, 0, 1.2, 0.1
- Cc1ccc(C2=NCC(=O)Nc3ccc(Br)cc32)cc1
→ -2.5, -0.8, 9, 0, -1.9, -7.4, -2, 7.0, i
- S=c1[nH]nc(-c2cccs2)n1/N=C/c1cn(-c2ccccc2)nc1-c1cccs1
→ 0.3, ·, 3, 4, -0.4, -4.5, 3, 0.6, i
- CCOC(=O)c1c(NC(=O)CN2CCN(C)CC2)sc(C(=O)Nc2ccccc2)c1C
→ -2.5, 0.2, 2, 1, ·, -3.9, -1, 1.3, -0.2
- CCNS(=O)(=O)c1cc(OC)ccc1OC
→ 1.3, -1.3, 1, -8, -0.8, -3.3, -3, ·, -0.4
- O=C(Nc1ccc(N2CCCC2)cc1)C(c1ccccc1)c1ccccc1
→ -1.1, 1.5, -28, 8, 0.8, -10, 0, ·, i
- Cc1ccnc(NC(=O)c2ccc(NS(=O)(=O)/C=C/c3ccccc3)cc2)c1
→ 0.2, 2.6, 6, 8, ·, -1.4, -3, 1.9, 3.8
- CCOc1ccc(C(=O)NCC(=O)N2CCC3(CC2)NCCc2[nH]cnc23)cc1
→ -0.7, 0.3, -8, -6, -0.7, -0.7, 3, -0.8, -0.3
- C=CCNCCCCOc1ccccc1-c1ccccc1
→ 0.7, 11, 1, 3, ·, -5.3, 2, ·, 0.3
- CCN(CC)c1ccc(/C=N/NC(=O)c2cc(C)nc3ccccc23)cc1
→ -1.2, 2.3, -2, 29, 1.5, 6.6, -3, 0.9, -0.7
- COc1ccc(Oc2ccc(C(F)(F)F)cc2NC(=O)c2ccc(OC)cc2)cc1
→ 1.8, 2.7, 31, -11, ·, -1.5, 1, 0.8, 1.1
- Cc1ccc(C(=O)NNC(=O)COc2ccc(Cl)cc2C)o1
→ 1.9, 2.5, 2, -7, -0.9, -4.0, -3, 2.0, i
- COc1ccc(NC(=O)CSc2nn3c(=O)c(C)nnc3s2)cc1
→ 1.7, 0.2, -7, 1, -0.6, -4.5, 18, 0.2, -0.4
- O=C1CNc2cc(Cl)ccc2N1
→ ·, ·, -1, 27, -6.3, -1.5, 15, 1.3, i
- COc1ccc(CC(C)NC2CCCCCC2)cc1 (configuration not stated)
→ -1.3, -1.5, -1, -1, -2.6, -0.9, 0, 0.4, i
- COc1ccc2cc(C(=O)Nc3ccc(F)cc3)sc(=O)c2c1OC
→ 0.4, -0.3, 9, 5, -1.9, 0.3, -5, ·, i
- O=C(/C=C/c1cccc(Cl)c1)c1nc2ccccc2[nH]1
→ 0.6, 11, -18, 10, -1.2, -4.1, 0, ·, i
- COc1ccc(CNC(=S)N/N=C/c2ccc(O)c(OC)c2)cc1
→ -0.6, 0.6, -19, 22, 2.7, -2.7, 1, ·, -0.4
- COC(=O)c1ccc(N(CC(=O)NC2CCCC2)C(=O)CNC(=O)c2cccs2)cc1
→ -2.9, -0.2, -3, -3, 3.3, -2.6, -4, 0.6, -0.2
- CC(=O)C1=C(C)N(Cc2ccccc2)C(=O)N[C@@H]1c1cccc(C(F)(F)F)c1
→ -2.2, -1.3, 11, 9, 1.4, -3.5, -2, 1.0, -0.4
- CCOC(=O)N/N=C1\CC(C)S(=O)(=O)c2ccc(Cl)cc21 (configuration not stated)
→ -0.8, -1.9, 1, 3, ·, -1.6, 1, 1.8, -0.4
- CCOC(=O)Nc1nnc(Cc2ccc(Cl)c(Cl)c2)s1
→ 0.5, -0.6, ?, -4, ·, -1.4, 103*, -0.7, i
- CN(C)CCN1C(=O)CCC2(C)C1=CCC1C2CCC2(C)C1CCC2(C)O (configuration not stated)
→ ·, -1.0, -5, 10, 0.4, -5.2, -2, -0.7, 1.1
- CC(Cc1ccccc1)NC(=O)C(c1ccc(N)cc1)c1ccc(N)cc1 (configuration not stated)
→ 1.2, -0.7, -2, -9, -2.0, -2.4, -1, 0.2, -0.2
- C[C@@H]1CN([C@@H](C)CO)C(=O)CCCn2nncc2CO[C@H]1CN(C)C(=O)C1CCCCC1
→ ·, ·, 3, -2, -0.2&-1.9&-0.4, 1.6, 4, 0.6&-1.2&-3.9, -1.1
- COc1ccc(Cl)cc1NC(=O)CSc1nc2sccc2c(=O)[nH]1
→ -1.2, -0.3, -2, 9, ·, -3.3, -6, 1.5, -0.8
- Cc1ccc(OCc2nnc(SCC(=O)Nc3nccs3)n2-c2ccccc2)cc1C
→ -0.7, -0.2, 1, 5, 6.6, 0.0, 2, ·, -0.3
- O=[N+]([O-])c1ccc(Oc2ccc(-c3nnco3)cc2)c(Cl)c1
→ 1.6, 0.3, 8, 11, 12, 0.6, 1, 0.0, -0.3
- COc1ccc(N(/N=C2\Sc3ccccc3C2=O)C(C)=O)cc1
→ ·, 1.2, 10, 11, -1.4, -0.7, 1, ·, i
- CCN(CC)S(=O)(=O)c1ccc(/C=C/C(=O)OCC(=O)NCc2cccs2)cc1
→ 0.6, 0.3, 19, -4, 0.9, -1.4, -2, 1.7, i
- CCCCN(Cc1ccco1)C(=O)c1cc2c(=O)[nH]c3ccc(C)cc3c2s1
→ -1.0, 0.2, 23, 13, -1.9, -1.8, 8, 0.9, -0.3
- Cc1oc2ccc(OCc3ccc(Br)cc3)cc2c1C(=O)O
→ 1.2, -0.6, 12, 1, -0.9, 0.3, 1, 4.5, i
- Cc1c(NC(=O)c2ccc(COc3ccc4ccccc4c3)o2)c(=O)n(-c2ccccc2)n1C
→ 2.6, -0.1, 26, -10, -1.3, -3.6, 0, 0.5, -3.3
- Cc1cc(C(=O)OC(C)C(=O)Nc2cccc(S(=O)(=O)N3CCOCC3)c2)c(C)o1 (configuration not stated)
→ -1.0, -0.6, 9, -5, 3.1, -5.0, -4, ·, i
- CSc1nc2n(n1)C(c1cc(Br)ccc1F)C(C(=O)N(C)C)=C(C)N2 (configuration not stated)
→ 0.6, 0.5, -2, -12, -0.5, -2.5, 1, ·, -2.0
- CCOC(=O)NC(Nc1nnc(SCC)s1)(C(F)(F)F)C(F)(F)F
→ 1.0, -2.0, 1, 3, 0.0, -2.7, -3, ·, -0.5
- CCOC(=O)N1CCN(CCC(=O)Nc2ccc(Br)c(C)c2)CC1
→ 2.9, -0.3, 23, -4, ·, -3.1, 4, 1.2, i
- Cc1noc(C)c1C(=O)N1CCC2(CC1)Oc1ccc(F)cc1C(=O)C21CC(c2ccc(Cl)cc2)=NO1 (configuration not stated)
→ -3.3, 7.6, -7, 19, -4.4, 0.1, 2, 0.8, i
- C[C@@H]1C=C[C@](Cc2ccccc2)(C(=O)NCCc2c[nH]c3ccccc23)N1C(=O)c1ccccc1
→ 5.4, 1.6, 19, 3, -0.8, -2.4, -1, 0.2, 1.6
- COc1ccc(C(OC(=O)c2ccco2)C(=O)NCc2ccc(C)cc2)cc1 (configuration not stated)
→ -0.6, -1.6, 2, -3, 0.1, -0.5, -7, ·, i
- Nc1ccc(C(=O)OCCc2ccccc2)cc1
→ 1.0, -1.5, 7, 2, 0.9, 1.8, -1, -0.2, 0.4
- ClCCNc1nc2ccc(Cl)cc2[nH]1
→ -2.1, 0.0, 6, 6, 1.6, 0.1, -2, ·, 4.3
- COCCn1nnnc1C(c1ccccc1)N1CCN(C)CC1 (configuration not stated)
→ 0.3, -0.9, 4, -1, -0.3, -2.8, 10, ·, 2.2
- CC(=O)Nc1ccccc1OC(C)C(=O)N1CC(C)CC(C)C1 (configuration not stated)
→ 1.2, 0.1, 3, -3, -2.0, -2.3, 4, 1.1, 2.1
- CSc1ccc(S(=O)(=O)N2CCC(C(=O)NC3CC3)CC2)cc1
→ 1.1, -1.3, -11, 2, ·, ·, 12, 1.0, -0.2
- COc1cc(S(=O)(=O)N2CCCCC2)c(OC)cc1Br
→ -1.2, -0.5, 16, -2, ·, -0.2, 0, 0.9, 0.6
- COc1ccc(NC(=O)NC2CCCc3ccccc32)cc1 (configuration not stated)
→ 0.4, 0.7, -3, 2, -0.5, 0.8, 0, 0.6, i
- COC(=O)Cn1c(O)c(N=NC(=O)CNC(=O)COc2cccc(C)c2)c2ccccc21
→ -1.9, -0.1, 2, 28, 0.0, -0.3, 3, 0.8, i

Other structures:
The line under a structure holds: UGM FP inh, PfHsp40 rescue, Y pestis TopoI, GDH-TPI inh, BioA inh, FadD28 binding, FBA Mtb inh, TcdB inh, Vc quorum ag
- CCS(=O)(=O)N1CCC(C(=O)NCCCN2CCN(c3ccccc3F)CC2)CC1
→ 1.1, 0.3, 5, -3, -0.8, -2.4, -2, ·, 11
- O=C(Cn1cc(C(F)(F)F)cc(Cl)c1=O)NCc1ccccc1
→ -0.8, -1.4, -2, 10, 0.4, 0.6, 1, 0.7, -0.2
- CS(=O)(=O)c1ccc(NC(=O)C2CCCN(C(=O)c3ccc(Cl)cc3)C2)cc1 (configuration not stated)
→ -1.5, -0.1, 6, 0, -0.6, ·, 1, 0.9, 1.2
- CC(C)(C)NC(=O)C(c1ccc(O)cc1)N(C(=O)Cn1nnc(-c2ccc(F)cc2)n1)c1ccccc1F (configuration not stated)
→ 1.2, 0.9, -1, 1, ·, -0.9, -3, 2.6, 1.9
- COc1ccccc1C(c1nnnn1C(C)(C)C)N1CCCc2ccccc21 (configuration not stated)
→ 0.7, 0.7, -10, -3, -2.6, 0.8, -3, ·, -0.3
- COc1ccc(-c2sc3cc4c(cc3c2C#CC2(O)CCCCC2)OCO4)cc1
→ -2.1, 1.2, 14, 12, -0.8, -2.4, 6, -0.7, -0.3
- COCOc1cccc(CN2CCC2(C)C(=O)Nc2ccc(C)cc2)c1 (configuration not stated)
→ ·, ·, 11, 9, -0.5, -1.1, 4, -0.8, -0.3
